rTrxR1 inhibitor = inhibitors of rat thioredoxin reductase 1 | O89049 | recombinant rTrxR1, NADPH fluorescence consumption, selenite substrate | Potency, µM (titrated, usually from 114 µM), for the others: at the top dose activity change, negative = inhibition, hits mostly inhibitors | 1% of 390,000 active | AID 588453; note: % is set by controls: 0 for no effect and ±100 for the full control effect; nearly all actives have a fitted effect of over 65% in size
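Rat TrxR1 (90 nM in the dispensed reagent) was pre-reduced with 400 uM NADPH for 5 min at room temperature, then incubated with compound for 15 min. After 400 uM selenite was added, NADPH fluorescence (Ex 340/Em 450 nm) was followed for 8 min.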
RGS4 inhibitor = blocks human RGS4-accelerated GTP hydrolysis | Transcreener GDP fluorescence polarization, RGS4-accelerated GTP hydrolysis | Potency, µM (highest dose often 114 µM), inactives show at the top dose activity change, negative = inhibition, actives largely listed as inhibitors | 0.039% of 390,000 active; note: % is set by controls: 0 for no effect and ±100 for the full control effect; nearly all actives have a fitted effect of over 75% in size; some results filed as inactive show a strong effect at the top dose
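MLSMR compounds (23 nl, pin-transferred) preincubated 10 min at room temperature with a 500nM (2x) first reagent, then RGS4 at 900nM (2x) plus Transcreener GDP mix added; fluorescence polarization (620/688 nm) read before and after 90 min at 30 °C.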
ERG Ets-DNA blk = inhibitors of human ERG Ets domain-DNA interaction. AID 624246. 0.028% of 370,000 active. P11308. Potency, µM (doses to about 76.9 µM), for the others: at the highest dose FP activity, negative = inhibition, most hits filed as inhibitors. fluorescence polarization, His-ERG Ets domain / labelled DNA; active = well fitted inhibition curve with a large enough effect in the polarisation, with a control signal flat; inconclusive = small, poorly fitted or top-dose-only effect, or effect the other way, or a change in a side signal; inactive = no such curve, though single readings can be large or run the other way; the % refers to the polarisation;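 note: polarization taken with two DNA probes labelled with fluorescein and Texas red; % of control where 0% means no effect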
Target sequence (P11308 whole entry, looked up, the tested form may be a part): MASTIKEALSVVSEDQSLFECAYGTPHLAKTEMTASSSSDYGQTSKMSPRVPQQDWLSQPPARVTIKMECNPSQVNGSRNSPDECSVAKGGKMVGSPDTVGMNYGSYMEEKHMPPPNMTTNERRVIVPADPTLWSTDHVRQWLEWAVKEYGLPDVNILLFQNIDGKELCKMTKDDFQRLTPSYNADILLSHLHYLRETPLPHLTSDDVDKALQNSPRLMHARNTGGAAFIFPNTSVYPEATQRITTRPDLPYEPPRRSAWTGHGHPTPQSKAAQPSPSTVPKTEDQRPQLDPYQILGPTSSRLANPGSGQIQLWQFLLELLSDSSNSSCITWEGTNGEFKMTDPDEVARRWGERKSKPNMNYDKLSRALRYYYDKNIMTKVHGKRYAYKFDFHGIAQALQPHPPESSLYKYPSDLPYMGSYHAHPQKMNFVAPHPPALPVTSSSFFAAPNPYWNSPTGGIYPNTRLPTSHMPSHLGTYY
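His-tagged ERG Ets domain (1 uM in the protein solution; 300mM KCl, 50mM Tris-HCl, 1mM EDTA, 1mM DTT, pH 7.5) received compound, then a probe mix of 5 nM fluorescein-DNA and 100nM Texas-615-DNA. Fluorescence polarization was read for both dyes.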
12-LOX inh = inhibitors of human 12S-lipoxygenase ALOX12; 1.1% of 580,000 active; P18054; purified 12hLO, xylenol orange hydroperoxide absorbance; Potency, µM (titrated, usually from 108 µM), for the others: top-dose activity change, negative = inhibition, usual class: inhibitors; note: % is set by controls: 0 for no effect and ±100 for the full control effect
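Purified human 12hLO (150 nM final) in 25 mM Hepes, 0.01% Triton X-100, pH 7.0 was preincubated 15 min at room temperature with compound. Then 40 uM arachidonic acid was added, 30 min. Hydroperoxide was read by Fe-XO absorbance ratio 573/405 nm.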
Pin1 inhibitor = blocks the human prolyl isomerase Pin1; Pin1 FP peptide displacement, HiFluor488, 10 min; AID 504891; Q13526; Potency, µM (series often up to 115 µM), without a hit: at the top dose activity, negative = inhibition, actives largely listed as inhibitors; 0.009% of 390,000 active; active = well fitted inhibition curve with a large enough effect in the polarisation, with a control signal flat, not every such curve was filed as active; inconclusive = small, poorly fitted or top-dose-only effect, or effect the other way, or a change in a side signal; inactive = no such curve, though single readings can be large or run the other way; the % refers to the polarisation; note: % is set by controls: 0 for no effect and ±100 for the full control effect
GLS inhibitor = inhibitors of human glutaminase (GLS); AID 624170; Potency, µM (highest dose often 45.5 µM), for the others: at the highest dose activity change, negative = inhibition, most hits filed as inhibitors; GLS enzymatic activity, qHTS titration; O94925; 0.21% of 410,000 active; note: % is set by controls: 0 for no effect and ±100 for the full control effect
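Read-out is an Amplex red fluorescence increase coupled through glutamate oxidase and HRP, measured before and after 30 min room-temperature incubation. hKGA is in 45 mM KH2PO4 (pH 8.2) with 0.02% Tween-20; glutamine added as 1mM solution.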
Tb PGK inh = inhibitors of T. brucei phosphoglycerate kinase. 0.043% of 380,000 active. Potency, µM (titrated, usually from 57.5 µM), inactives show at the highest dose activity change, negative = inhibition, usual class: inhibitors. P07378. PGK/GAPDH coupled, Kinase-Glo luminescence, 60 min. AID 602233; note: % is set by controls: 0 for no effect and ±100 for the full control effect; nearly all actives have a fitted effect of over 60% in size
Target sequence (P07378 whole entry, looked up): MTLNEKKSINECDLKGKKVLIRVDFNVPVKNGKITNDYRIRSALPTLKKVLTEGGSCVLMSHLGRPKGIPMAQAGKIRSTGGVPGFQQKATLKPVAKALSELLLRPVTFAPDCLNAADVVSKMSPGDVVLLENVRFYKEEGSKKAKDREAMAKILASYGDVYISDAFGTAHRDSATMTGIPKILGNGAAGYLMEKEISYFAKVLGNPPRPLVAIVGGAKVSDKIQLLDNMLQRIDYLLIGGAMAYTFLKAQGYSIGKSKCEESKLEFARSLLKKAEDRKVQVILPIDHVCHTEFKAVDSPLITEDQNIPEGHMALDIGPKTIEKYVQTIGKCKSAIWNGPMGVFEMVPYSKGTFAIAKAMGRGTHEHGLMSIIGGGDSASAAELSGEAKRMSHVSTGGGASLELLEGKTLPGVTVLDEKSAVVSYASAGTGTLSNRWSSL
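Recombinant glycosomal PGK reaction used 1,3-bisphosphoglycerate generated in-well by GAPDH (100nM final) in 100mM TEA pH 7.6, 5mM MgCl2, 0.01% Tween-20. After 60 minutes at room temperature, ATP was read by Kinase-Glo Plus luminescence end-point.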
HP1b chromo inh = HP1-beta chromodomain-methylated histone interaction inhibition | P83916 | AlphaScreen HP1-beta / biotin-H3K9me3 peptide binding | Potency, µM (series often up to 114 µM), for the others: at the top dose activity change, negative = inhibition, hits mostly inhibitors | 0.56% of 390,000 active; note: nearly all actives have a fitted effect of over 70% in size; inactives centre near 23
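Compound inhibition of the preformed complex between 50 nM HP1-beta and 50 nM biotinylated H3K9me3 peptide was read by AlphaScreen. Buffer was PBS pH 7.4 with 0.01% Tween-20. Incubations ran 30 min at room temperature, with 10 ug/mL donor/acceptor beads.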
JMJD2A Tudor = inhibitors of human JMJD2A Tudor domain; 4.4% of 390,000 active; AlphaScreen JMJD2A-Tudor / H3K4me3 peptide binding; AID 504339; O75164; Potency, µM (series often up to 114 µM), for the others: at the top dose activity change, negative = inhibition, hits mostly inhibitors; note: % is set by controls: 0 for no effect and ±100 for the full control effect; nearly all actives have a fitted effect of over 50% in size
The depositor's hits bear a star; i = inactive; ? = inconclusive; · = no result given; & = joins results of further samples; [ ] = remark or other dose. Unless noted, calls come from the whole dose curve; as a rule, active = well fitted curve in the direction sought with a large enough effect; inconclusive = small, poorly fitted or top-dose-only effect, or another doubt; inactive = no such curve, though single readings can be large; an effect the other way counts as inactive or inconclusive. Potency is the fitted concentration of half-maximal effect.

SMILES	rTrxR1 inhibitor	RGS4 inhibitor	ERG Ets-DNA blk	12-LOX inh	Pin1 inhibitor	GLS inhibitor	Tb PGK inh	HP1b chromo inh	JMJD2A Tudor
c1ccn(-c2ncnc3sc4c(c23)CCCC4)c1	16%[57.1 µM]	-39%	-17%	-17%	-6%	-3%	-10%	37%	-19%
CCc1ccc([C@@H]2CC=C(C(=O)O)[C@H](c3ccccc3)N2S(=O)(=O)c2ccc(C)cc2)cc1	10%	2%	4%	-19%	-8%	38%[activator]	-5%	41%[activator]	-9%
C#CCNC(=O)C1=C[C@@H](c2ccc(C(F)(F)F)cc2)C[C@@H](OCc2ccc(CO)cc2)O1	-42%	-23%	-5%	?	3%	-2%	i	59%[activator]	-8%
CCC(=O)NCCc1nc2cc(NC(=O)c3ccc(F)cc3)ccc2n1C	17%	-6%	4%	-88%	25%	-12%	·	45%[activator]	-11%
COc1cccc(/C=N/NC(N)=S)c1OS(=O)(=O)c1ccccc1	31%	20%	3%	?	3%	-11%	-5%	49%[activator]	-17%
COc1ccc2[nH]cc(CCNC(=O)c3cnn(-c4ccccc4Cl)c3C3CCN(C(=O)OC(C)(C)C)CC3)c2c1	-2%	2%	3%	3%	7%	6%	i	-15%	?
Cc1ccc(CNC(=O)c2nnn(CC(=O)Nc3cc(C)cc(C)c3)c2N)cc1	-9%	-14%[56.9 µM]	-9%	-6%	43%[activator]	-1%	-3%	33%	-34%
Cc1cnc(C(=O)OC(C)C(=O)NC2CCCc3ccccc32)cn1 (configuration not stated)	6%[57.1 µM]	-6%	-2%	-17%	3%	-4%	7%	7%	-9%
Cc1ccc(CCNC(=O)Cn2nc(-c3ccc(C)cc3)ccc2=O)cc1	17%[57.1 µM]	17%	13%	?	-2%	4%	i	2%	-26%
C=CCC[C@H](Cc1ccc(F)cc1)C(=O)OC[C@@H](Cc1c[nH]c2ccccc12)NC(=O)[C@@H](CC=C)CC(=O)N[C@H](CO)Cc1ccccc1	28%	-12%	14%	-25%	12%	-1%	4%	27%	-24%
CC1CCN(C(=O)CSc2nnc(N)s2)CC1	10%	-25%	3%	50%[activator]	2%	-17%	-1%	38%	-34%
CCOC(=O)c1ccc(NC(=O)CC(=O)Nc2ccc3nc4n(c(=O)c3c2)CCCCC4)cc1	-6%	-35%	6%	?	18%	3%	2%	10%	-19%
O=C(NCCCn1ccnc1)C(=O)c1c[nH]c2ccccc12	-1%[57.1 µM]	-3%	-7%	18%	6%	0%	4%	5%	-8%
CC(=O)CC[N+](C)(C)C	2.2µM*	-44%	·	?	-2%	14%	-1%	79µM*	-1%
COC(=O)c1ccc(/C=C/C(=O)c2ccc(OC)c(OC)c2)cc1	-12%	?	4%	·	-8%	16%	-3%	2%	-27%
CCCC(=O)Nc1ccc(C(=O)NNC(=O)c2ccccc2Br)cc1	15%	25%	5%	-19%	-4%	8%	6%	7%	-7%
CC(=O)NC(Cc1c[nH]c2ccccc12)C(=O)NCCc1ccccn1 (configuration not stated)	12%	23%	11%	-20%	-13%	-10%	-9%	1%	-11%
COc1cccc(Nc2cc(-c3ccccc3)nc(C)n2)c1	16%	-13%	3%	-25%	10%	3%	7%	71%[activator]	9%
Cc1c(Cl)cccc1NC(=O)CSc1nc(=O)n(CCN2CCOCC2)c2c1CCC2	16%[57.1 µM]	5%	1%	-1%&-6%	-5%	0%	-5%	10%	-2%
CCS(=O)(=O)N1CCC(n2c(C(F)(F)F)nc3cccnc32)CC1	0%[57.1 µM]	-19%	1%	7%	1%	-15%	-3%	26%	8%

Next part, starting with the last 2 of the part before.
SMILES	rTrxR1 inhibitor	RGS4 inhibitor	ERG Ets-DNA blk	12-LOX inh	Pin1 inhibitor	GLS inhibitor	Tb PGK inh	HP1b chromo inh	JMJD2A Tudor
Cc1c(Cl)cccc1NC(=O)CSc1nc(=O)n(CCN2CCOCC2)c2c1CCC2	16%[57.1 µM]	5%	1%	-1%&-6%	-5%	0%	-5%	10%	-2%
CCS(=O)(=O)N1CCC(n2c(C(F)(F)F)nc3cccnc32)CC1	0%[57.1 µM]	-19%	1%	7%	1%	-15%	-3%	26%	8%
COc1cc(NC(=O)CCC(=O)c2cccs2)cc(OC)c1	?	-13%	-2%	-12%	-3%	4%	2%	23%	-25%
Cc1cc(NC(=O)c2cc(-c3ccc(C)c(C)c3)nc3ccccc23)no1	3%	4%	3%	?	36%[activator]	2%	-8%	12%	-21%
CC(=O)C1=C(C)NC(=S)NC1c1cccc([N+](=O)[O-])c1 (configuration not stated)	26%[57.1 µM]	-4%	-3%	-5%	0%	-42%	2%	33%	3%
COc1ccc(C(=O)NC(C(=O)OCC(=O)Nc2sccc2C(N)=O)C(C)C)cc1 (configuration not stated)	14%	-13%	-26%	20%	?	-2%	-8%	5%	-15%
CS(=O)(=O)c1ccc2nc(NC(=O)c3ccc(=O)[nH]c3)sc2c1	-20%	-25%	-3%	0%	?	15%	-4%	25%	-20%
Cc1ccc(-n2c(SCC(=O)NC3CCS(=O)(=O)C3)nc3ccccc3c2=O)cc1 (configuration not stated)	19%[57.1 µM]	-2%	-10%	-3%	?	-1%	-4%	45%[activator]	-12%[11.4 µM]
CC1CCCN(S(=O)(=O)c2ccc(NC(=O)c3cccc(-n4cnnn4)c3)cc2)C1 (configuration not stated)	27%	-35%	-13%	0%	23%	-11%	-3%	11%	?
COCCCNC(=O)c1ccc2c(=O)n(CC3CCCO3)c(=S)[nH]c2c1 (configuration not stated)	14%	-21%	8%	-30%	-6%	-18%	-5%	10%	20µM*
O=C(Cn1nc(-c2ccccc2)ccc1=O)Nc1ccc(N2CCN(C(=O)c3ccccc3)CC2)cc1	7%	6%	5%	23%	-10%	25%	i	-3%	-36%
COc1ccccc1-c1cc(C(=O)NC2CCCC2)no1	23%	2%	9%	-15%	3%	8%	i	14%	5%
COC(=O)c1nc(NC(=O)c2cc(OC)c(OC)c(OC)c2)n[nH]1	40µM*	-16%	0%	0%	3%	-8%	i	49%[activator]	-6%
COc1ccc(OC(C)C(=O)Nc2cccc(OC)c2)cc1 (configuration not stated)	-8%	-40%	10%	-1%	1%	5%	i	69%[activator]	-2%
Cc1ccc(-n2c(-c3ccc(Cl)cc3Cl)n[nH]c2=S)cc1	-6%[57.1 µM]	-4%	21%	?	-3%	71%[activator]	i	1%	-42%
O=C(O)CCCCCNS(=O)(=O)c1cccc2nsnc12	6%[57.1 µM]	21%	7%	-21%	-5%	3%	5%	54%[activator]	-11%
CC(C)CCn1c(=O)c2ccccc2n2c(CN(C)Cc3ccccc3)nnc12	27%[57.1 µM]	3%	-9%	9%	-6%	-6%	2%	22%	-11%
COc1ccc(NCc2nnc(SCCN3CCCCC3)n2-c2ccc(C)cc2)cc1	14%	-14%	9%	-10%	4%	2%	-4%	-11%	?
Cc1ccc(CN(C(=O)c2ccccc2[N+](=O)[O-])C2CCS(=O)(=O)C2)o1 (configuration not stated)	?	10%	0%	16%	-4%	4%	-4%	18%	-14%
COC(=O)CNC(c1ccccc1)c1cc(C)ccc1NS(=O)(=O)c1ccc(C)cc1 (configuration not stated)	10%[57.1 µM]	14%	8%	-1%	-5%	-17%	0%	11%	-17%
CN(C(=O)Nc1ccc(Cl)cc1Cl)C1CCCC1	17%	-21%	-10%	3%	5%	-12%	-9%	62%[activator]	11%
CCCCNc1c(N2CCN(C(=O)OCC)CC2)c(=O)c1=O	3%	0%	-6%	15%	4%	24%	-2%	33%[activator]	-1%
CCCSc1nnc(Cc2cc(=O)[nH]c(=O)[nH]2)n1-c1cc(C)ccc1C	11%[57.1 µM]	23%[11.4 µM]	9%	?	-3%	0%	-4%	41%[activator]	14µM*
CCOc1cccc(-c2nnc3sc(-c4ccco4)nn23)c1	27%[57.1 µM]	26%	0%	0%	4%	-1%	-4%	-11%	-32%
CCOc1ccc(NC(=O)c2cc(S(=O)(=O)NC3CCCC3)ccc2F)cc1	10%[57.1 µM]	16%	-4%	-8%	-1%	1%	6%	33%	-14%
C#CC(C)(O)C1CC(CC(=O)O)C1(C)C (configuration not stated)	19%	-8%	5%	·	5%	-11%	12%	24%	-3%

Some of the entries so far, with bars between the fields:
smiles | rTrxR1 inhibitor | RGS4 inhibitor | ERG Ets-DNA blk | 12-LOX inh | Pin1 inhibitor | GLS inhibitor | Tb PGK inh | HP1b chromo inh | JMJD2A Tudor
CCS(=O)(=O)N1CCC(n2c(C(F)(F)F)nc3cccnc32)CC1 | 0%[57.1 µM] | -19% | 1% | 7% | 1% | -15% | -3% | 26% | 8%
COc1cc(NC(=O)CCC(=O)c2cccs2)cc(OC)c1 | ? | -13% | -2% | -12% | -3% | 4% | 2% | 23% | -25%
Cc1cc(NC(=O)c2cc(-c3ccc(C)c(C)c3)nc3ccccc23)no1 | 3% | 4% | 3% | ? | 36%[activator] | 2% | -8% | 12% | -21%

Not all compounds are listed (hit frequency here may not be typical).
